Screens: PubChem, several laboratories
SUMO1-SIM PPI: SUMO1-SIM interaction modulation | inhibition, % at 20 µM | SUMO1 binding to a labelled peptide, TR-FRET, 1 h | 360,000 compounds, 0.33% hits; in the data active means inhibition above about 37%
LMPTP block: LMPTP (human) inhibition. P24666. recombinant LMPTP-A, OMFP fluorogenic substrate, fluorescence intensity. inhibition, % at 20 µM. 360,000 compounds, 0.22% hits;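 active means compounds that cut the enzyme signal by at least half of the control window in the single-dose screen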;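 further: plate controls were DMSO wells with enzyme plus substrate for no effect and substrate without enzyme for full effect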
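Test system: LMPTP-A phosphatase enzyme. Amount: LMPTP-A at 0.625 nM final in the reaction. Reagent: OMFP substrate, 400 µM final. Times: 50 min at room temperature. Signal: endpoint fluorescence intensity from OMFP dephosphorylation. Read-out basis: % inhibition. Benchmarks: no-enzyme and uninhibited controls.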
Rin1-Abl PPI inh: human Rin1-Abl interaction inhibition; P00519+Q13671; TR-FRET Rin1/Abl binding, biochemical; inhibition, % at 7.35 µM; 360,000 compounds, 0.4% hits; in the data active means inhibition above about 5%, passing the limit was not always enough
STEP inh: STEP (human) phosphatase inhibition. P54829. inhibition, % at 20 µM. recombinant STEP, OMFP fluorogenic substrate, fluorescence. 360,000 compounds, 0.25% hits;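 active means inhibition at 20 µM, scaled per plate between control wells, above about 37%, limit read from the data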;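 further: 0% = DMSO with enzyme and substrate and 100% = substrate only without enzyme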
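medium = Bis-Tris buffer pH 6.0, 2.5 mM DTT, 0.005% Tween 20 | test system = STEP (striatal-enriched tyrosine phosphatase) enzyme, cell-free | measure = normalized % inhibition | compound dosing = 20 µM, 1% DMSO | also added = 25 µM OMFP | schedule = reaction 20 min, ambient temperature | measured by = fluorescence read at 480 nm ex / 540 nm em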
NadD inh: NadD (S. aureus) enzyme inhibition | purified NadD enzyme, colorimetric absorbance read-out | inhibition, % at 20 µM | 360,000 compounds, 0.78% hits; in the data active means inhibition above about 26%; further: some compounds past the cut are filed as inactive
DNMT1 block: DNMT1 (human) enzyme inhibition. 360,000 compounds, 0.83% hits. DNMT1 molecular beacon, Hinp1I cleavage, fluorescence. P26358. inhibition (reported as % activation of signal), % at 10 µM; in the data active means inhibition above about 50%
Target sequence (P26358 504-1616 limits assumed): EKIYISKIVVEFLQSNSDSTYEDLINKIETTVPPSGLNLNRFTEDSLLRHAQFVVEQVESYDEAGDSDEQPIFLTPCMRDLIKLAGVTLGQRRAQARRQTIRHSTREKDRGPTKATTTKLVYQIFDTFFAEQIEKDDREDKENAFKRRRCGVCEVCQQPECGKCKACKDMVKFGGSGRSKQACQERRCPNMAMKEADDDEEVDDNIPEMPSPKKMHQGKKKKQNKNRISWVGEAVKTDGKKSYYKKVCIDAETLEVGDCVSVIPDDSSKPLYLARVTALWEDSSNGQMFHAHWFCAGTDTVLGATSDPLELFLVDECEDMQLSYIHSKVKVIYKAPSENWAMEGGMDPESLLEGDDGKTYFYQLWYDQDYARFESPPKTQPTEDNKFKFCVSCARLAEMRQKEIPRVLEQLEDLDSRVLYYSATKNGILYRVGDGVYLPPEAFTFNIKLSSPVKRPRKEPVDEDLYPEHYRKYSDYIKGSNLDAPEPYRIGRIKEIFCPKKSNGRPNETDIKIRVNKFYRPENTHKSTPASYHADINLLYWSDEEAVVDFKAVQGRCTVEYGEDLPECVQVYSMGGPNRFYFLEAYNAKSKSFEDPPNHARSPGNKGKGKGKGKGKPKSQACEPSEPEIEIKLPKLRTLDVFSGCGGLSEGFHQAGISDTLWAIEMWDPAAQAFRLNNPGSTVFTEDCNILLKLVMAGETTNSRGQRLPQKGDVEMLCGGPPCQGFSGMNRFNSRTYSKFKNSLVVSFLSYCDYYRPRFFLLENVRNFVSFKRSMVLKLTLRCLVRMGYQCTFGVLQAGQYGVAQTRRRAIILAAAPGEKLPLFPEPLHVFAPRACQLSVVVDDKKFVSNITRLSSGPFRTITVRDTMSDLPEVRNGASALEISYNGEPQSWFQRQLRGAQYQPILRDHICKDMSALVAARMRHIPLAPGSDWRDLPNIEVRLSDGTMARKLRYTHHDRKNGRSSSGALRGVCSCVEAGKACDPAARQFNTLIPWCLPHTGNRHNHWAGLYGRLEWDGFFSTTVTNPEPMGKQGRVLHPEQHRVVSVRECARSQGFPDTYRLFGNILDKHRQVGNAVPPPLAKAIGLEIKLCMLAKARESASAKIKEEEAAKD
Neddylation inh: inhibitors of human cullin neddylation | calls only at 25 µM | AID 651699 | 360,000 compounds, 0.58% hits | TR-FRET cullin neddylation, biochemical; in the data active means inhibition above about 36%
Scp1 inh: Scp-1 (human) phosphatase inhibition; 340,000 compounds, 0.88% hits; Recombinant Scp1, phosphopeptide, malachite green phosphate absorbance; inhibition, % at 20 µM; AID 493091;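 active means inhibition above about 50% at 20 µM, limit read from the data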;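 further: plate controls were DMSO wells with enzyme for no effect and wells lacking enzyme for full effect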
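Test system – truncated SCP-1 phosphatase (76-261aa) · Reagent – Phosphorylated 17-residue peptide substrate · Incubation – 45 min room-temperature reaction, 5 min colour, 30 min stabiliser · Detection – colorimetric phosphate reagent with accelerator and stabiliser, absorbance at 630 nm · Measure – % inhibition at 20 µM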
CSN deneddyl inh: blocks human CSN-mediated cullin deneddylation. Q92905. Purified CSN, SCF-Nedd8-OG deneddylation, fluorescence polarization. inhibition, % at 12.5 µM. 360,000 compounds, 0.38% hits. AID 651999;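 active means pattern-corrected inhibition above about 35%, with an unprinted fluorescence ratio check between 0.5 and 1.5, limit read from the data, passing the limit was not always enough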;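 further: 0% = enzyme with substrate and 100% = substrate without enzyme; some results filed as inactive read as strong as hits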
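Detection – fluorescence polarization · System – HEK293T-derived human Csn5 enzyme · Controls – substrate-only high control, full reaction low control · Timing – 90 min, room temperature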
Rpn11 inh: Rpn11 (human) deubiquitinase inhibition; calls only at 20 µM; human 26S proteasome, Ub4-pepOG fluorescence polarization; 20S core pre-blocked with epoxomicin; O00487; 360,000 compounds, 0.59% hits;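 active means inhibition at 20 µM, scaled to each plate's controls, above about 33%, limit read from the data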
* hit, by the source's call.

Screening CCNC(=O)COc1ncnc2scc(-c3ccc(F)cc3)c12 returned SUMO1-SIM PPI 1, LMPTP block -1.1, Rin1-Abl PPI inh 1, STEP inh 2, NadD inh -3, DNMT1 block -2, Neddylation inh inactive, Scp1 inh -2, CSN deneddyl inh 4 and Rpn11 inh inactive.
`COc1ccc(-n2c(SCC(=O)Nc3cccc(C(=O)O)c3)nnc2-c2ccco2)cc1` gave SUMO1-SIM PPI 8, LMPTP block -0.5, Rin1-Abl PPI inh -1, STEP inh -2, NadD inh 4, DNMT1 block 0, Neddylation inh inactive, Scp1 inh 3, CSN deneddyl inh -4 and Rpn11 inh inactive.
C/C(=N\NC(=O)c1ccn(C)n1)c1ccc(NC(=O)c2cccc(F)c2)cc1 was read as SUMO1-SIM PPI -5, LMPTP block -0.8, Rin1-Abl PPI inh 4, STEP inh 1, NadD inh -6, DNMT1 block -1, Neddylation inh inactive, Scp1 inh -2, CSN deneddyl inh -1 and Rpn11 inh inactive.
Screening COC(=O)c1ccccc1NC(=O)CCS(=O)(=O)c1ccc(Br)cc1 returned SUMO1-SIM PPI 32, LMPTP block 3.7, Rin1-Abl PPI inh 0, STEP inh 22, NadD inh -7, DNMT1 block 90*, Neddylation inh inactive, Scp1 inh 80*, CSN deneddyl inh 17 and Rpn11 inh active.
`CCOC(=O)c1cc2sccc2n1Cc1ccc(C#N)cc1` gave SUMO1-SIM PPI 1, LMPTP block 2.7, Rin1-Abl PPI inh 0, STEP inh 4, NadD inh -5, DNMT1 block 0, Neddylation inh inactive, Scp1 inh -10, CSN deneddyl inh 3 and Rpn11 inh inactive.
Screening COc1ccc(CCN2C(=O)NC(NS(=O)(=O)c3ccc(NC(C)=O)cc3)(C(F)(F)F)C2=O)cc1OC (stereo not given) returned SUMO1-SIM PPI 0, LMPTP block -1.5, Rin1-Abl PPI inh -5, STEP inh 2, NadD inh -1, DNMT1 block 0, Neddylation inh inactive, Scp1 inh -6, CSN deneddyl inh 3 and Rpn11 inh inactive.
Nc1cc(-c2ccc(Cl)cc2)nn1-c1ccccc1 was read as SUMO1-SIM PPI -4, LMPTP block 0.7, Rin1-Abl PPI inh -2, STEP inh 1, NadD inh 0, DNMT1 block -5, Neddylation inh inactive, Scp1 inh -12, CSN deneddyl inh 1 and Rpn11 inh inactive.
Clc1ccc(-c2nnc(SCc3ccon3)o2)c(Cl)c1 was read as SUMO1-SIM PPI 2, LMPTP block -0.3, Rin1-Abl PPI inh -5, STEP inh 0, NadD inh -2, DNMT1 block -2, Neddylation inh inactive, Scp1 inh -10, CSN deneddyl inh -3 and Rpn11 inh inactive.
COc1ccc(NC(=O)CSc2ccc(-c3ccccn3)nn2)cc1OC was read as SUMO1-SIM PPI 0, LMPTP block -0.5, Rin1-Abl PPI inh -6, STEP inh -2, NadD inh 5, DNMT1 block -1, Neddylation inh inactive, Scp1 inh -7, CSN deneddyl inh -2 and Rpn11 inh inactive.
For O=C(O)[C@@H](O)[C@H](O)C(=O)O the results were SUMO1-SIM PPI -1, LMPTP block 0.0, Rin1-Abl PPI inh -1, STEP inh 2, NadD inh 2, DNMT1 block -6, Neddylation inh inactive, Scp1 inh -4, CSN deneddyl inh -5 and Rpn11 inh inactive.
Screening CCC(CC)CN1CCC(CN2C(=O)C(=O)NC[C@@H]2[C@@H](C)CC)CC1 returned SUMO1-SIM PPI 0, LMPTP block -2.0, Rin1-Abl PPI inh 0, STEP inh 2, NadD inh 3, DNMT1 block 5, Neddylation inh inactive, Scp1 inh -2, CSN deneddyl inh -4 and Rpn11 inh inactive.
`O=C(CSc1nc2c(c(=O)n1-c1ccc(Cl)cc1)SCC2)NCc1ccco1` gave SUMO1-SIM PPI -14, LMPTP block 0.0, Rin1-Abl PPI inh 1, STEP inh 5, NadD inh -4, DNMT1 block 2, Neddylation inh inactive, Scp1 inh -5, CSN deneddyl inh 2 and Rpn11 inh inactive.
For Cn1c(/C=C/c2ccc(Cl)cc2)nc2ccccc2c1=O the results were SUMO1-SIM PPI -25, LMPTP block -0.7, Rin1-Abl PPI inh -5, STEP inh 3, NadD inh -8, DNMT1 block 8, Scp1 inh -5, CSN deneddyl inh 0 and Rpn11 inh inactive.
COCCNC(=S)NC(=O)CC12CC3CC(CC(C3)C1)C2 was read as SUMO1-SIM PPI 0, LMPTP block -0.6, Rin1-Abl PPI inh 1, STEP inh 2, NadD inh -1, DNMT1 block 4, Neddylation inh inactive, Scp1 inh -2, CSN deneddyl inh -2 and Rpn11 inh inactive.
For O=C1CSC(c2ccccc2)N1CC12CC3CC(CC(O)(C3)C1)C2 (stereo not given) the results were SUMO1-SIM PPI 5, LMPTP block 0.5, Rin1-Abl PPI inh 0, STEP inh 0, NadD inh 3, DNMT1 block -4, Neddylation inh inactive, Scp1 inh -1, CSN deneddyl inh -1 and Rpn11 inh inactive.

2 compounds picked at random from the list so far, as already listed:
Clc1ccc(-c2nnc(SCc3ccon3)o2)c(Cl)c1 was read as SUMO1-SIM PPI 2, LMPTP block -0.3, Rin1-Abl PPI inh -5, STEP inh 0, NadD inh -2, DNMT1 block -2, Neddylation inh inactive, Scp1 inh -10, CSN deneddyl inh -3 and Rpn11 inh inactive.
For O=C1CSC(c2ccccc2)N1CC12CC3CC(CC(O)(C3)C1)C2 (stereo not given) the results were SUMO1-SIM PPI 5, LMPTP block 0.5, Rin1-Abl PPI inh 0, STEP inh 0, NadD inh 3, DNMT1 block -4, Neddylation inh inactive, Scp1 inh -1, CSN deneddyl inh -1 and Rpn11 inh inactive.

Further structures.
Screening CC(C)(C)S(=O)(=O)N1C[C@@H]2CC/C=C\C/C(c3ccccc3)=C\2[C@H]1CCO returned SUMO1-SIM PPI 6, LMPTP block 0.4, Rin1-Abl PPI inh -4, STEP inh 0, NadD inh -1, DNMT1 block 1, Neddylation inh inactive, Scp1 inh -11, CSN deneddyl inh 3 and Rpn11 inh inactive.
`COc1cc(/C=C/C(=O)OCC(=O)NCc2cccs2)ccc1OC(F)F` gave SUMO1-SIM PPI -6, LMPTP block -1.5, Rin1-Abl PPI inh 1, STEP inh 0, NadD inh -8, DNMT1 block 5, Neddylation inh inactive, Scp1 inh -7, CSN deneddyl inh -6 and Rpn11 inh inactive.
COc1cc(OC)c2ccc(=O)oc2c1C(CC(=O)N1CCCC1)c1ccc(N(C)C)cc1 (stereo not given) was read as SUMO1-SIM PPI -2, LMPTP block 0.1, Rin1-Abl PPI inh -2, STEP inh -3, NadD inh 0, DNMT1 block 6, Neddylation inh inactive, Scp1 inh -2, CSN deneddyl inh 6 and Rpn11 inh inactive.
COc1cc(SC#N)ccc1N=Cc1c(C)[nH]n(-c2ccc(C)c(C)c2)c1=O was read as SUMO1-SIM PPI 12, LMPTP block -0.3, Rin1-Abl PPI inh 4, STEP inh 2, NadD inh 11, DNMT1 block -14, Neddylation inh inactive, Scp1 inh -2, CSN deneddyl inh 17 and Rpn11 inh active.
Cc1ccc(CCNS(=O)(=O)c2ccc3c(c2)C(C)(C)C(=O)N3C)cc1 was read as SUMO1-SIM PPI 0, LMPTP block -0.1, Rin1-Abl PPI inh 2, STEP inh 0, NadD inh 0, DNMT1 block -1, Neddylation inh inactive, Scp1 inh -8, CSN deneddyl inh 3 and Rpn11 inh inactive.
`O=C(N/N=C/c1ccccn1)c1ccc(S(=O)(=O)N2CCCCCC2)cc1` gave SUMO1-SIM PPI -8, LMPTP block -0.5, Rin1-Abl PPI inh -1, STEP inh 1, NadD inh -5, DNMT1 block 5, Neddylation inh inactive, Scp1 inh 2, CSN deneddyl inh -1 and Rpn11 inh inactive.
For COc1nc(NCc2cccnc2)nc(NC2CCCCC2)n1 the results were SUMO1-SIM PPI -3, LMPTP block 0.1, Rin1-Abl PPI inh 1, STEP inh 2, NadD inh -4, DNMT1 block 2, Neddylation inh inactive, Scp1 inh -10, CSN deneddyl inh 1 and Rpn11 inh inactive.
Screening CCOc1ccc2ccccc2c1CNc1nnnn1C returned SUMO1-SIM PPI 0, LMPTP block -0.7, Rin1-Abl PPI inh 4, STEP inh -3, NadD inh -6, DNMT1 block 1, Neddylation inh inactive, Scp1 inh -4, CSN deneddyl inh 8 and Rpn11 inh inactive.
For CC(O)c1cc2c(s1)c1cnn(Cc3ccccc3F)c(=O)c1n2C (stereo not given) the results were SUMO1-SIM PPI -2, LMPTP block 1.1, Rin1-Abl PPI inh -4, STEP inh 1, NadD inh -1, DNMT1 block 5, Neddylation inh inactive, Scp1 inh 24, CSN deneddyl inh 1 and Rpn11 inh inactive.
For CC(=O)N1CCN(c2cc(N3CCCC3)c(F)cc2[N+](=O)[O-])CC1 the results were SUMO1-SIM PPI -13, LMPTP block 4.2, Rin1-Abl PPI inh -9, STEP inh 5, NadD inh 0, DNMT1 block 2, Neddylation inh inactive, Scp1 inh 6, CSN deneddyl inh -4 and Rpn11 inh inactive.
Screening CCC(C)N1C(=O)CCC1C(=O)N1CCN(c2ccc(F)cc2)CC1 (stereo not given) returned SUMO1-SIM PPI 4, LMPTP block -1.5, Rin1-Abl PPI inh -5, STEP inh -1, NadD inh -3, DNMT1 block 3, Neddylation inh inactive, Scp1 inh -11, CSN deneddyl inh 0 and Rpn11 inh inactive.
For CCCOc1ccc(C(F)(F)F)cc1NC(=O)CCc1c(C)noc1C the results were SUMO1-SIM PPI 30, LMPTP block 0.0, Rin1-Abl PPI inh -1, STEP inh -1, NadD inh -8, DNMT1 block 5, Neddylation inh inactive, Scp1 inh 0, CSN deneddyl inh -6 and Rpn11 inh inactive.
Screening COc1cccc(C(NC(C)=O)c2nc(-c3cccc4cccnc34)cs2)c1 (stereo not given) returned SUMO1-SIM PPI -22, LMPTP block -1.7, Rin1-Abl PPI inh -4, STEP inh 4, NadD inh -8, DNMT1 block -2, Neddylation inh inactive, CSN deneddyl inh 7 and Rpn11 inh inactive.
For CN(CCOc1ccccc1)CC(=O)Nc1ccc(S(=O)(=O)N2CCCC2)cc1 the results were SUMO1-SIM PPI 7, LMPTP block -1.1, Rin1-Abl PPI inh 0, STEP inh -2, NadD inh -3, DNMT1 block 1, Neddylation inh inactive, Scp1 inh 3, CSN deneddyl inh 2 and Rpn11 inh inactive.
O=C(Oc1cc(Cl)ccc1Cl)C1=CC=CN2CCS(=O)(=O)N=C12 was read as SUMO1-SIM PPI -9, LMPTP block -0.6, Rin1-Abl PPI inh 4, STEP inh 1, NadD inh -1, DNMT1 block 0, Neddylation inh inactive, Scp1 inh -5, CSN deneddyl inh -2 and Rpn11 inh inactive.
`Cc1[nH]c2ccc(-c3nnc(SCC(=O)c4ccc(F)cc4)o3)cc2c1C` gave SUMO1-SIM PPI 0, LMPTP block -0.1, Rin1-Abl PPI inh -1, STEP inh 4, NadD inh -5, DNMT1 block 7, Neddylation inh inactive, Scp1 inh 13, CSN deneddyl inh -1 and Rpn11 inh inactive.

No enrichment for hits; overall some 3.8% were active at least once.
